GSTO1 inh: counter-screen for RBBP9 inhibitors: inhibitors of human GSTO1; recombinant GSTO1, activity-based probe fluorescence polarization; 300,000 compounds, 1.1% hits; P78417; inhibition, % at 5.96 µM;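 active means inhibition above the campaign mean inhibition plus 3 SD, cut at about 35% in these data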;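 further: 0% = GSTO1-1 with DMSO and 100% = wells lacking GSTO1-1 enzyme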
ZTA counter: blocks Epstein-Barr virus ZTA, an EBNA-1 counter-screen; ZTA-DNA binding, fluorescence polarization; inhibition, % at 11 µM; 320,000 compounds, 0.15% hits; in the data active means inhibition above about 33%
PAD4 FP inh: blocks human protein arginine deiminase 4. Q9UM07. recombinant PAD4, RCA probe fluorescence polarization. inhibition, % at 6.36 µM. 330,000 compounds, 0.41% hits. AID 485272;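 active means percent inhibition above a cutoff equal to the mean of all tested compounds plus 3 SD, cut at about 15% in these data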;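 further: 0% = PAD4 with RCA probe and DMSO and 100% = probe without PAD4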
LYPLA1 counter: LYPLA1 (human) inhibition in PME1 counter-screen; O75608; recombinant LYPLA1, FP-Rh probe fluorescence polarization; AID 2174; inhibition, % at 5.9 µM; 320,000 compounds, 0.16% hits;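 active means inhibition above the mean of all tested compounds plus 3 SD, set per campaign, cut at about 14% in these data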;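 further: inhibitors block serine hydrolase probe labeling of LYPLA1 so polarization falls; 0% = enzyme with DMSO and 100% = wells lacking LYPLA1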
PAFAH1B3 inh: inhibitors of human PAFAH1B3; recombinant PAFAH1B3, FP-rhodamine probe, fluorescence polarization; inhibition, % at 3.39 µM; 340,000 compounds, 0.28% hits; AID 492972;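 active means inhibition above the screen-wide average of all tested compounds plus 3 SD, cut at about 25% in these data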;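 further: 0% = enzyme with DMSO only and 100% = wells lacking PAFAH1B3 protein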
PAFAH2 FP inh: PAFAH2 (human) inhibition. Q99487. recombinant PAFAH2, FP-rhodamine activity probe, fluorescence polarization. inhibition, % at 3.39 µM. 340,000 compounds, 0.99% hits. AID 492956;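 active means inhibition above the mean over all tested compounds plus 3 SD, cut at about 30% in these data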;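 further: inhibitors block probe labeling of enzyme so polarization drops; 0% = enzyme with DMSO and 100% = wells lacking PAFAH2 protein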
PREPL inhibitor: inhibitors of human prolyl oligopeptidase-like enzyme PREPL; AID 2751; recombinant PREPL, fluorescence polarization activity-based probe; 320,000 compounds, 0.68% hits; inhibition, % at 5.96 µM; in the data active means inhibition above about 43%;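 further: 0% = enzyme with DMSO and 100% = wells lacking enzyme; many of its hits are not listed in these tables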
Target sequence (Q4J6C6 whole entry, looked up): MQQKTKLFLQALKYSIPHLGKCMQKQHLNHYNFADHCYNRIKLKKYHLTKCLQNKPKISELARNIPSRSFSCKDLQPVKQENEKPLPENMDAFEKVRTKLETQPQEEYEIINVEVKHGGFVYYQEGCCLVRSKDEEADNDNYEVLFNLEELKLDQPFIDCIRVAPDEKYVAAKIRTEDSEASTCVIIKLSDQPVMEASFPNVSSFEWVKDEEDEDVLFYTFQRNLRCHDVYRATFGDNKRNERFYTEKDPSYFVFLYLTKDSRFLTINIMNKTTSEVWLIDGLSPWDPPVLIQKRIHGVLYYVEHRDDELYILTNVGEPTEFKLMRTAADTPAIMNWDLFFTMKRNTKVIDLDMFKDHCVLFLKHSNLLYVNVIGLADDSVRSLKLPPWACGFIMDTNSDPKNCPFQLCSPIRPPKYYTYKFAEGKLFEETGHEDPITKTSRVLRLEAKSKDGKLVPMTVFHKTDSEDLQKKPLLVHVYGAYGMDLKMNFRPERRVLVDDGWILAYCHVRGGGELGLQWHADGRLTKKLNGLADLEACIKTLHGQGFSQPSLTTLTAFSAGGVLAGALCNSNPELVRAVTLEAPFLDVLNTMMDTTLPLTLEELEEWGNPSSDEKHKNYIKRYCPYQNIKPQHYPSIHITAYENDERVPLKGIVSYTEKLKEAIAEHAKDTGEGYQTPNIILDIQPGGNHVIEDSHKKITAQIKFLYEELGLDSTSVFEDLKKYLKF
EBNA-1 inh: blocks EBNA-1 binding to DNA; 300,000 compounds, 0.34% hits; inhibition, % at 14.8 µM; EBNA-1 DNA binding, fluorescence polarization; in the data active means inhibition above about 28%
LYPLA2 counter: LYPLA2 (human) inhibition in PME1 counter-screen. O95372. recombinant LYPLA2, FP-Rh probe fluorescence polarization. inhibition, % at 5.9 µM. 320,000 compounds, 0.38% hits. AID 2177;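 active means inhibition above the screen-wide mean plus 3 SD, limit set per campaign, cut at about 26% in these data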;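 further: 0% = LYPLA2 with DMSO and 100% = wells lacking LYPLA2 enzyme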
Target sequence (O95372 whole entry, looked up): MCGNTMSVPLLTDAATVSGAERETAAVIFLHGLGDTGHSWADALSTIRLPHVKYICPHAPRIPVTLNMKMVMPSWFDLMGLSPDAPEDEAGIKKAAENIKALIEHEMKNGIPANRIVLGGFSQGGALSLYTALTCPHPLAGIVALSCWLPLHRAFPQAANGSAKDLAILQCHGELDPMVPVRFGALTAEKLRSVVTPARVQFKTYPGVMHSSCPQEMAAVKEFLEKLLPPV
* hit, by the source's call; / = not tested or not shown. Some of the compounds tested; the hit share may differ from the screen's.

SMILES | GSTO1 inh | ZTA counter | PAD4 FP inh | LYPLA1 counter | PAFAH1B3 inh | PAFAH2 FP inh | PREPL inhibitor | EBNA-1 inh | LYPLA2 counter
C/C=C/C=C/C(=O)N1CC2(CC(c3cccc(NC(=O)CCCCC)c3)=NO2)C[C@H]1C(N)=O (stereo partly drawn) | 3 | -3 | -4 | -4 | -7 | -2 | -1 | 5 | -3
O=C(Nc1ccccc1)Nc1ccc(Br)c(Cl)c1 | -20 | 8 | -5 | -38 | -1 | -32 | 13 | -3 | -70
COc1cccc(-c2cc3c(-n4cccc4)ncnc3o2)c1 | -12 | -4 | 3 | -13 | -2 | -6 | -15 | 0 | -13
CCCc1nc2c(s1)CCc1onc(-c3ccc(Cl)cc3)c1-2 | 4 | -4 | 3 | -3 | 2 | -7 | 3 | -4 | -5
CCN(CC)C(=O)CSc1nnc(CCNC(=O)OC(C)(C)C)o1 | -2 | 21 | -5 | -2 | 4 | -6 | 4 | 14 | -1
CCCCN(C(=O)CSc1nnc(-c2ccc(OC)cc2)n1C(C)C)c1c(N)n(Cc2ccccc2)c(=O)[nH]c1=O | -7 | 8 | 0 | -2 | 7 | -13 | 5 | -4 | -7
CCOC(=O)COc1cccc2c(=O)n(CC(=O)N3CCCCC3)ccc12 | -6 | 3 | -1 | 0 | 5 | -4 | 4 | -5 | -2
COCCNC(=O)c1cc(-c2ccc(Cl)c(Cl)c2)on1 | 8 | 8 | 3 | -2 | 3 | 3 | 5 | 0 | 3
O=C(Nc1ccc(Br)cn1)C1CCCN1S(=O)(=O)c1ccccc1 (stereo not drawn) | 7 | 1 | 2 | -2 | 0 | 4 | -2 | -1 | 12
COc1ccc(CNC(=S)Nc2ccc(OC)cc2)cc1 | 4 | 11 | -2 | -5 | 4 | 7 | -7 | 1 | -10
COCCNc1c(-c2ccc(OC)c(OC)c2)nc2ccc(Cl)cn12 | -2 | 13 | -7 | -1 | 11 | 0 | 8 | 7 | -6
CN(C)c1cc(-c2ccccc2)nc(N)n1 | 0 | -4 | 1 | 5 | -2 | -2 | -1 | 5 | -1
COC(=O)c1c(C)[nH]c(C)c1C(=O)c1ccccc1Cc1ccccc1 | 3 | 10 | -3 | -3 | 15 | 1 | 5 | 3 | -8
CCC1=C2CC[C@H]3C(=O)N(C)C(=O)[C@H]3[C@H]2[C@@]2(Cc3ccccc3)C(=NCC(=O)OC)OC(=O)N2C1=O | 4 | 4 | -4 | -1 | -4 | -9 | 6 | -1 | -1
Oc1ccccc1CNc1nc2ccccc2n1CCN1CCCCC1 | 4 | -14 | 1 | -1 | 6 | -7 | 26 | -8 | -8
O=C(Nc1ccc(Cl)cc1)C1CCN(C(=O)c2ccco2)CC1 | 9 | 7 | -2 | 1 | -5 | -8 | 5 | 8 | 0
CC(=O)[C@@]12O[C@@H]1C[C@H]1[C@@H]3CC[C@H]4C[C@@H](O)CC[C@]4(C)[C@H]3CC[C@@]12C | -2 | -18 | 1 | -7 | 6 | -4 | -1 | -9 | -7
COc1ccc(NS(=O)(=O)c2ccc(N3CCOCC3)c(NC(=O)c3ccc(F)cc3)c2)cc1 | -4 | -8 | 5 | 2 | 9 | 2 | 20 | -2 | 9
CCOC(=O)N1CCN(C2=C(NS(=O)(=O)c3ccccc3)C(=O)c3ccccc3C2=O)CC1 | 12 | 12 | -7 | 2 | 4 | 0 | 8 | 2 | 0
CN(Cc1ccccc1)S(=O)(=O)c1ccc(N2CCCC2=O)cc1 | / | 0 | -3 | -2 | 7 | 3 | 1 | / | 2
Cc1c(C(=O)OCC(=O)N(C)c2ccccc2)oc2ccccc12 | 7 | -11 | 1 | -6 | -1 | 1 | 10 | -2 | 7
CCCCn1c(=O)[nH]c(=O)c2c1nc(-c1ccc(OCC)cc1)n2CC | 1 | -9 | -2 | 0 | -4 | -4 | 3 | -10 | 6
Cc1cccc2[nH]c3c(=O)n(CCN4CCNCC4)cnc3c12 | -4 | -3 | 5 | 3 | 6 | -7 | 4 | -8 | 6
COc1ccc(NC(=O)c2c(-c3ccccc3Cl)noc2C)c(OC)c1 | -2 | 8 | -2 | 0 | 4 | 2 | 8 | 7 | 1
Cc1cccc2cc(CN(CC3CCCO3)C(=O)c3cccnc3)c3nnnn3c12 (stereo not drawn) | 2 | 6 | 1 | -1 | 13 | 1 | 2 | -7 | -1
(continued)
SMILES | GSTO1 inh | ZTA counter | PAD4 FP inh | LYPLA1 counter | PAFAH1B3 inh | PAFAH2 FP inh | PREPL inhibitor | EBNA-1 inh | LYPLA2 counter
CCCn1c(SCC(=O)N2CCCCC2)nnc1-c1ccco1 | 6 | 4 | -2 | 0 | 19 | 0 | -3 | 21 | -1
N#CCCN(C(=O)COC(=O)c1ccc(S(=O)(=O)N2CCOCC2)cc1)c1ccccc1 | / | / | 1 | / | 13 | 3 | -1 | / | /
C=CCn1c(SCC(=O)Nc2ccc(-c3nc4ccc(C)cc4s3)cc2)nnc1-c1ccncc1 | -3 | -2 | 1 | -5 | -5 | 4 | 11 | 3 | 1
COc1ccccc1/C=C/C(=O)NCC(=O)N/N=C(/C)c1ccco1 | -3 | -5 | 1 | 0 | -4 | 6 | 10 | -9 | -1
Clc1ccc(NCc2cccnc2)cc1 | 0 | -17 | -6 | 4 | 7 | 6 | -9 | -11 | -3
O=C(NCc1ccccc1)c1noc2c1CCCCC2 | 2 | 7 | -3 | -1 | -2 | 2 | 8 | -4 | 1
COc1ccc(S(=O)(=O)Nc2c(C)nc3nc(C)[nH]n3c2=O)cc1 | 5 | 3 | 1 | -4 | 6 | -1 | 12 | -9 | 3
COc1cc(NC(=O)c2ccno2)cc(C(=O)Nc2cccc(C(F)(F)F)c2)c1 | -53 | 7 | -9 | -58 | -21 | -23 | -6 | 1 | -129
COc1ccc(CN2CCNC(=O)C2CC(=O)NCCCn2cccn2)cc1C (stereo not drawn) | 1 | -7 | 1 | 4 | 0 | 1 | 10 | -14 | 5
O=C(CSc1nc2ccccc2c(=O)[nH]1)Nc1ccc(C(=O)O)cc1 | -13 | -7 | -1 | -3 | -3 | 6 | 3 | 0 | -3
CN1CCN(CC(O)COC(c2ccccc2)c2ccccc2)CC1 (stereo not drawn) | 4 | -7 | 1 | 3 | / | / | 23 | 1 | 1
Cc1ccc(NC(=O)CSc2ccc3nnc(CCNC(=O)c4ccccc4)n3n2)c(C)c1 | -1 | -14 | -3 | 2 | 3 | -3 | 4 | -1 | 3
O=C(CN1C(=O)c2ccccc2S1(=O)=O)NCCc1ccccc1 | 0 | -1 | -7 | 1 | 4 | 13 | 3 | -17 | -10
CN(Cc1nc(-c2cccs2)no1)CC1COCCO1 (stereo not drawn) | 2 | -8 | -5 | -1 | 0 | -5 | 4 | -4 | -4
CCc1cc2ccc(C)c(C)c2nc1SCC(=O)Nc1cc(C)on1 | 9 | 21 | -3 | -2 | 9 | 6 | 13 | -17 | -5
O=C(CCc1nc2ccccc2s1)NCc1ccccc1F | 2 | 9 | -10 | 0 | 10 | -1 | -9 | -10 | 5
CN(N=Nc1cccc([N+](=O)[O-])c1)c1cccc([N+](=O)[O-])c1 | -2 | -3 | -6 | 4 | 6 | 8 | 11 | -7 | 6
CC(=O)C1=C(Nc2ccccc2)CC(C)(O)C(C(C)=O)C1c1ccccc1 (stereo not drawn) | 4 | 3 | 2 | 0 | 2 | 1 | 7 | -4 | -2
S=C(NCc1ccccc1)N1CCc2ccccc2C1 | 6 | -15 | 3 | 2 | 2 | -2 | 7 | 4 | 14
CCC(CC)c1nnc(NC(=O)C2CSC3(C)CCC(=O)N23)s1 (stereo not drawn) | -2 | 6 | -4 | 5 | 4 | 4 | -3 | -7 | 1
O=C(C1=C[C@H](c2ccc3c(c2)OCO3)C[C@H](OCCCCO)O1)N1CCN(Cc2ccccc2)CC1 | 7 | 10 | -1 | -2 | -3 | 6 | 27 | 6 | -4
N/C(COc1ccc(Cl)cc1Cl)=N\NS(=O)(=O)c1ccccc1 | 14 | 6 | -2 | 3 | 1 | 4 | -11 | -8 | 1
COC(=O)c1sccc1NC(=O)CSCCc1ccncc1 | 3 | 13 | -3 | -5 | -3 | -4 | 0 | 0 | 0
COc1ccc(C(=O)NCCNc2nc3c(C)cccc3cc2C#N)cc1 | -1 | 0 | 2 | 3 | 0 | -1 | -7 | 3 | 4
CCOc1ccc(C(=O)OCC(=O)NCCNC(=O)COC(=O)c2ccc(OCC)cc2)cc1 | 2 | 14 | -2 | 2 | 5 | -2 | 9 | 6 | 3
Continued.
SMILES | GSTO1 inh | ZTA counter | PAD4 FP inh | LYPLA1 counter | PAFAH1B3 inh | PAFAH2 FP inh | PREPL inhibitor | EBNA-1 inh | LYPLA2 counter
COc1ccccc1C(=O)N1CCN(C(=O)c2ccncc2)CC1 | 4 | 2 | -3 | -4 | 10 | -4 | 7 | -6 | 1
CC(C)(C)C1CCC(=NNS(=O)(=O)c2ccc(Br)cc2)CC1 (stereo not drawn) | 1 | 2 | 6 | 3 | 4 | 2 | -52 | 5 | 8
O=C(CCS(=O)(=O)c1cccc2nonc12)NC1CCCCCC1 | 6 | 3 | -4 | 1 | -2 | -3 | -6 | -6 | -3
N#CC(c1ccc(Cl)cc1)c1nc2ccccc2nc1C(F)(F)F (stereo not drawn) | -2 | 1 | -5 | -1 | -3 | -1 | -5 | -13 | 2
COC(=O)c1cccc(Cn2c(Cl)c(/C=N/Nc3ccccc3C)sc2=O)c1 | -1 | -12 | -3 | -8 | 5 | 7 | -1 | -2 | -3
NC(=O)Cc1ccc(C(=O)CSc2nnc(-c3ccncc3)n2C2CC2)s1 | / | / | -5 | / | 3 | 19 | 23 | / | /
COc1cccc(OC)c1C(=O)Nc1ccccc1C(=O)N1CCOCC1 | -6 | 3 | 0 | -1 | 3 | 0 | 6 | -4 | 0
Cc1sc2nc(CSc3ccc([N+](=O)[O-])cc3)[nH]c(=O)c2c1C | -6 | 9 | -7 | -11 | / | / | -14 | -3 | -16
O=C(c1cccc2ccccc12)N1CCN(c2ccc([N+](=O)[O-])c(NCc3ccco3)c2)CC1 | -13 | -2 | -1 | -3 | 5 | -9 | 7 | -3 | -2
CC12CN3CC(C)(CN(C1)C3c1cc3ccccc3[nH]1)C2=O (stereo not drawn) | 4 | 7 | 1 | 2 | 0 | -2 | 6 | -1 | 5
Cc1ccc(S(=O)(=O)N(C)C)cc1NC(=O)COC(=O)/C=C/c1cnc2ccccc2n1 | -5 | 4 | 2 | 1 | 2 | 4 | 8 | -3 | -3
COc1ccc(C(=O)NNC(=S)NC(=O)c2ccc(F)cc2)cc1Br | -7 | -11 | 2 | 0 | / | / | 19 | -9 | 3
S=c1[nH]nc(-c2ccccn2)n1/N=C/c1ccccc1 | 0 | 19 | 1 | -2 | 1 | 2 | 0 | 7 | -3
Cc1ccc(-n2c(Cn3cnc4ccccc43)nnc2SCC(=O)O)cc1 | 1 | -3 | -2 | -3 | 5 | 6 | 4 | -4 | -3
O=C(NNc1nc2ccccc2s1)c1ccc(F)cc1 | 3 | -12 | 1 | -1 | 5 | 5 | 13 | 1 | 4
Cc1cc(C)cc(NC(=O)CCCN2C(=O)C(c3ccccc3)Oc3cccnc32)c1 (stereo not drawn) | -2 | -13 | 0 | -4 | 5 | 7 | -13 | 2 | -11
COC(=O)C1=C(CSc2nc3ccccc3o2)NC(=O)NC1c1cc(C)ccc1C (stereo not drawn) | 3 | -15 | 0 | -5 | 4 | -6 | -9 | -3 | -2

Reformatted with each value named: entries from further up.
> O=C(CCS(=O)(=O)c1cccc2nonc12)NC1CCCCCC1
  GSTO1 inh: 6
  ZTA counter: 3
  PAD4 FP inh: -4
  LYPLA1 counter: 1
  PAFAH1B3 inh: -2
  PAFAH2 FP inh: -3
  PREPL inhibitor: -6
  EBNA-1 inh: -6
  LYPLA2 counter: -3

> N#CC(c1ccc(Cl)cc1)c1nc2ccccc2nc1C(F)(F)F (stereo not drawn)
  GSTO1 inh: -2
  ZTA counter: 1
  PAD4 FP inh: -5
  LYPLA1 counter: -1
  PAFAH1B3 inh: -3
  PAFAH2 FP inh: -1
  PREPL inhibitor: -5
  EBNA-1 inh: -13
  LYPLA2 counter: 2
